# M4 PAM: positive allosteric modulators of human muscarinic M4 receptor | AID 624126 | P08173 | 0.4% of 360,000 active | CHO-K1 hM4/Gqi5, Fluo-8 calcium fluorescence, ACh EC20; 0% = ACh EC20, 100% = maximal ACh | activation, % at 3 µM;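 active = activation above its plate's cutoff, the mean activation of sample wells plus 3 SD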; also: some results filed as inactive read as strong as hits
# Target sequence (P08173 whole entry, looked up): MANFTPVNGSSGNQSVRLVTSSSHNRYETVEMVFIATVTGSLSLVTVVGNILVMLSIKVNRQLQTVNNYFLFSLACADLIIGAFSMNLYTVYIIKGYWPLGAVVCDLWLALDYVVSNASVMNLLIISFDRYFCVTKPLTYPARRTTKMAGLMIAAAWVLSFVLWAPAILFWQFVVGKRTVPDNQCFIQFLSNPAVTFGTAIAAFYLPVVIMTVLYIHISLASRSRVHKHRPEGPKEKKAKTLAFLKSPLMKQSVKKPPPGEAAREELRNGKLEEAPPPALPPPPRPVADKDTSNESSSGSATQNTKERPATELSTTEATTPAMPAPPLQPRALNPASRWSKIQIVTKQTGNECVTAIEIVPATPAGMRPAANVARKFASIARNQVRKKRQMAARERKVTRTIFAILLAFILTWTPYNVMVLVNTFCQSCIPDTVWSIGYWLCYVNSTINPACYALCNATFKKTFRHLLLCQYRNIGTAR
# CHRM5 PAM: potentiates acetylcholine response at human M5 receptor; P08912; CHO-K1 hM5, Fluo-8 calcium, ACh EC20 PAM; 0% = ACh EC20, 100% = ACh EC100; activation, % at 3 µM; 0.3% of 360,000 active; AID 624038;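 active = activation above the run cutoff, the mean activation of all test compounds plus 3 SD, cut at about 18% in these data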
# Target sequence (P08912 whole entry, looked up): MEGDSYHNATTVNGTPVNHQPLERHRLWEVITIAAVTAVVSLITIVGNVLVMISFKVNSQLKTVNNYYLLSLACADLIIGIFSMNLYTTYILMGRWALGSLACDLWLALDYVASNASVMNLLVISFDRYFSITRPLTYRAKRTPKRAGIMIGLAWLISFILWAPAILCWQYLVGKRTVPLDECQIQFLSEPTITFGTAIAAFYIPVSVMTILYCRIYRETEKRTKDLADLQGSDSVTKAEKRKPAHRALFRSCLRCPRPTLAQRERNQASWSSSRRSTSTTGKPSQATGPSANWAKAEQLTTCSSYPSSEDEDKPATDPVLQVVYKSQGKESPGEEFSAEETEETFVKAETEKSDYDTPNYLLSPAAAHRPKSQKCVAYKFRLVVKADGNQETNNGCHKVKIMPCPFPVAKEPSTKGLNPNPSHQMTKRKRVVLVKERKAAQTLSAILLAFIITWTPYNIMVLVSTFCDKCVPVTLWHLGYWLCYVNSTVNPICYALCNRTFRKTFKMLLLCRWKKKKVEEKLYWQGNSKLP
#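 Test system: CHO-K1 hM5 cells / Doses: single-point, 3 µM nominal / Times: Post-acetylcholine fluorescence recording 140 s / Technique: Fluo-8 calcium fluorescence / Measure: Max/basal fluorescence ratio as % of EC20–EC100 ACh window / Benchmarks: low control EC20 acetylcholine (0%), high control EC100 acetylcholine (100%) / Replicates: one well per compound, no replicates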
# M5 antag: CHRM5 antagonism in calcium assay | P08912 | CHO-hM5 cells, Fluo-8 calcium fluorescence, ACh EC80 | inhibition, % at 3 µM | 0.59% of 360,000 active;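 active = inhibition above a per-plate cutoff, the mean of that plate's test compounds plus 3 SD, cut at about 27% in these data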;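 also: 0% = acetylcholine EC80 with DMSO and 100% = DMSO without agonist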
# CRFBP-R2 block: antagonists of CRF-binding protein/CRF-R2 receptor complex; HEK293 CRF-R2/CRF-BP, CRF-induced calcium fluorescence; inhibition, % at 11.8 µM; 0.59% of 350,000 active;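 active = inhibition of the ligand-induced calcium signal above about 50% at the single tested concentration, limit read from the data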
# IDE inh: inhibits human insulin-degrading enzyme in HEK cells. P14735. FAbetaB cleavage, fluorescence polarization. 0.41% of 320,000 active. inhibition, % at 5.59 µM;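 active = percent inhibition above the average of all tested compounds plus 3 SD, set per screening campaign, cut at about 16% in these data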;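 also: IDE supplied by intact live HEK cells; FP after avidin binding of uncleaved biotin substrate so inhibition keeps polarization high; 0% = DMSO wells and 100% = 60 µM reference IDE inhibitor Ii1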
# M4 antag: blocks acetylcholine activation of human M4 receptor. P08173. CHO-hM4 cells, ACh EC80, Fluo-8 calcium fluorescence. inhibition, % at 3 µM. 0.73% of 360,000 active. AID 624125;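 active = inhibition above its plate's cutoff, the mean inhibition of sample wells plus 3 SD, cut at about 27% in these data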;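 also: 0% = acetylcholine EC80 with DMSO and 100% = DMSO without agonist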
# CRFR2-BP ag: CRF-BP/CRF-R2 complex agonism; HEK293 CRF-R2/CRF-BP, calcium dye fluorescence (FLIPR); percent of saturating CRF peptide response; activation, % at 13.2 µM; 0.46% of 350,000 active;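 active = activation of at least 50%, plus an integration ratio under a set limit after plate pattern correction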;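 also: plate controls were neutral control wells without compound for no effect and CRF at EC100 for full effect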
# CHRM4 agonist: CHRM4 agonism in calcium assay; P08173; CHO-K1 hM4/Gqi5, Fluo-8 calcium fluorescence; vehicle 0%, full acetylcholine response 100%; activation, % at 3 µM; 0.14% of 360,000 active;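 active = activation above the run mean over all test wells plus 3 SD, cut at about 32% in these data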;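 also: peak over basal fluorescence ratio per well then scaled between controls; 0% = DMSO wells and 100% = acetylcholine at EC100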
# CHRM5 agonist: agonists of human muscarinic M5 receptor (CHRM5) | CHO-K1 hM5 cells, Fluo-8 calcium fluorescence; 0% DMSO wells, 100% maximal acetylcholine response | activation, % at 3 µM | 0.19% of 360,000 active;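 active = activation above the run's mean over test compounds plus 3 SD, cut at about 23% in these data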;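 also: signal is peak over basal fluorescence ratio across the kinetic read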
# Numbers without * were called inactive; / = no result given.
SMILES,M4 PAM,CHRM5 PAM,M5 antag,CRFBP-R2 block,IDE inh,M4 antag,CRFR2-BP ag,CHRM4 agonist,CHRM5 agonist
CC1CN(c2ccc(Oc3ccccc3)cc2)c2nc3c(c(=O)n(CC(N)=O)c(=O)n3C)n2C1 (stereo not given),-4,-3,5,26,2,5,0.3,-1,-1
CCC(=O)NC1OC(CO)C(O)C(O)C1O (stereo not given),-1,12,0,-11,-6,-4,-0.8,0,0
On1nnc2ccc(C(F)(F)F)cc21,3,3,8,-3,5,-8,-1.2,1,-1
O=C(/C=C/c1ccccc1Cl)c1ccc[nH]1,-3,-4,4,-7,2,16,-0.2,0,-4
Cc1[nH]c(C)c(S(=O)(=O)N2CCCCC2C)c1C(=O)N1CCCC1 (stereo not given),2,-2,6,6,3,3,-1.6,0,-2
O=C(NCc1cccs1)C1CCC(=O)N1C1CCCCC1 (stereo not given),8,0,-2,14,0,-7,0.4,2,2
COc1ccccc1NC(=O)N(Cc1cc2cc(OC)c(OC)cc2[nH]c1=O)CC1CCCO1 (stereo not given),10,0,-5,22,4,5,-0.3,2,-2
Cc1ncsc1CCOC(=O)c1ccc([N+](=O)[O-])cc1,2,-2,0,45,6,12,2.5,3,-4
Cn1c(SCC(=O)NCc2ccc(F)cc2)nc2ccccc21,-1,-3,1,-8,9,7,-0.5,0,-3
CCN(CC(=O)Nc1ccc(NC(C)=O)cc1)CC(=O)Nc1cc(C)on1,8,4,10,-7,-1,4,-1.4,2,1
CCOc1ccc(C(C)NC(=S)NC2CCCCC2)cc1 (stereo not given),-4,-2,13,12,-2,-6,38,4,-3
Cc1ccc(-c2nc3ccccc3o2)cc1NC(=S)NC(=O)/C=C/c1ccco1,2,-2,-3,-5,2,10,0.5,0,-1
Cc1nn(-c2ccccc2)c(Cl)c1C1C(C#N)=C(N)OC2=C1C(=O)CCC2 (stereo not given),-7,6,-2,12,-5,-1,0.8,1,-11
CCC(C(=O)N1CCc2cc(OC)c(OC)cc2C1)c1ccccc1 (stereo not given),8,0,6,14,-1,-6,-0.9,2,-2
C/C(=N\Nc1cc(C(F)(F)F)ccc1Cl)c1ccncc1,-20,-7,19,5,-2,0,-2.6,-1,-8
Cc1ccc2nc(-c3ccc(C#N)cc3)c(Cc3cccc(Cl)c3)n2c1,-11,-13,9,/,/,14,/,0,-6
Cc1cc(C)c(C)c(S(=O)(=O)NNC(=O)c2cccc(S(=O)(=O)N3CCOCC3)c2)c1C,5,3,6,14,-2,1,-4.3,3,0
CCCc1cc(C(=O)Nc2cccc(Cl)c2)no1,1,4,-6,-29,2,-13,6.0,2,-3
CC1CCc2sc(C(=O)Nc3ccc(N4CCOCC4)cc3)cc2C1 (stereo not given),-7,0,-9,28,12,-8,-2.3,3,-7
COc1ccc(C(C)NS(=O)(=O)Cc2ccccc2)cc1 (stereo not given),-6,-10,-3,7,6,7,1.1,0,2
Clc1ccc(Cn2ncc3c(N4CCCCC4)ncnc32)c(Cl)c1,1,4,-5,-9,0,-2,1.7,2,-2
CCn1c(SCC(=O)Nc2ccc(C(C)=O)cc2)nc2nc3c(cc2c1=O)COC(C)(C)C3,8,11,-1,-4,1,8,0.6,1,2
Cc1cc2nc3ccc(N(C)C)cc3nc2cc1N,1,-4,6,-8,9,-4,9.7,1,2
Cc1nn(Cc2noc(C(=O)NCc3ccc(F)cc3)n2)c(C)c1Br,2,1,-1,3,0,-11,-2.5,6,0
COc1cc(S(=O)(=O)NCc2ccccc2)ccc1-n1cnnn1,-6,-3,18,-17,-3,1,1.3,2,0
Cc1ccc(S(=O)(=O)Nc2ccccc2C=Nc2cccc(C)c2C)cc1,0,-1,7,29,2,10,-0.3,0,-8
CCOC(=O)CN1C(=O)N[C@@H](CCc2ccccc2)[C@H](C(=O)OC)[C@H]1C,-4,0,15,-15,2,12,3.4,2,0
C=CCn1c(SCC(=O)c2ccc(Br)cc2)nnc1C(CC(C)C)NC(=O)c1cccs1 (stereo not given),5,4,3,-5,-2,-6,-0.1,-2,-5
COc1ccc(-n2ccnc2SCC(=O)NCc2ccco2)c(OC)c1,9,7,2,-7,-3,-10,-0.3,1,-3
CCN(Cc1nc(-c2ccc(OC)c(OC)c2)no1)C(=O)c1ccc2c(c1)OCO2,1,2,8,3,-1,0,0.6,2,0
O=C(NCCCN1CCC(Cc2ccccc2)CC1)C1CC(=O)N(C2CCCC2)C1 (stereo not given),-10,0,-1,12,-1,8,-1.7,0,-4
CC1=C(C(=O)OCc2ccc3c(c2)OCO3)C(c2ccccc2)NC(=O)N1 (stereo not given),0,-12,10,-15,8,8,-1.2,13,1
Cc1cc(=O)n(C)c2ccc(S(=O)(=O)N3CCOCC3)cc12,1,2,13,0,5,7,0.0,1,-2
CCN=C1SC(C(=O)Nc2cccc(Br)c2)CC(=O)N1CC (stereo not given),-11,-22,26,-6,5,13,6.8,16,2
CCn1ncc(Br)c1C(=O)N(C)C12CC3CC(CC(C3)C1)C2,7,5,-8,4,6,-7,-0.2,-1,-1
Cc1cc(C)c(C)c(OCCCCN(C)Cc2ccccc2)c1,-15,-15,-8,-21,1,7,-1.7,3,-20

# For convenience, two of the compounds above.
SMILES,M4 PAM,CHRM5 PAM,M5 antag,CRFBP-R2 block,IDE inh,M4 antag,CRFR2-BP ag,CHRM4 agonist,CHRM5 agonist
CCn1ncc(Br)c1C(=O)N(C)C12CC3CC(CC(C3)C1)C2,7,5,-8,4,6,-7,-0.2,-1,-1
Cc1cc(C)c(C)c(OCCCCN(C)Cc2ccccc2)c1,-15,-15,-8,-21,1,7,-1.7,3,-20

# (listing goes on)
SMILES,M4 PAM,CHRM5 PAM,M5 antag,CRFBP-R2 block,IDE inh,M4 antag,CRFR2-BP ag,CHRM4 agonist,CHRM5 agonist
CCOC(=O)c1sc(NC(=O)Nc2cccc(Cl)c2)cc1C,-24,-18,37*,48,-4,38*,2.7,17,7
CC(C)C(=O)NC(c1cccc([N+](=O)[O-])c1)c1c(O)ccc2ccccc12 (stereo not given),5,-1,8,5,0,-9,-0.9,1,-1
C=CCOc1c(Br)cc(/C=N/O)cc1OCC,-3,-3,1,5,0,-7,0.2,-2,-6
Cc1ccnc(SC2CC(=O)N(c3ccc(C(C)C)cc3)C2=O)n1 (stereo not given),1,-8,-2,23,-21,-20,-2.8,1,-3
O=C(Cc1ccc(S(=O)(=O)N2CCOCC2)s1)Nc1ccc(S(=O)(=O)N2CCCCC2)cc1,-4,-15,10,-4,7,-13,0.3,9,-4
Cc1ccccc1CSc1nnc(C)n1N,3,3,0,15,-3,3,1.2,0,-1
CCN(c1ccccc1)S(=O)(=O)c1ccc2c(c1)OCCO2,2,-2,19,0,1,6,-0.3,-1,-10
COC(=O)c1ccc(COC(=O)CCNS(=O)(=O)c2ccc(C)c(C)c2)cc1,-9,-22,6,14,/,-3,-0.1,12,5
Cc1ccc(-c2nc3ccccc3s2)cc1NC(=O)c1ccc2c(c1)OCO2,1,6,-12,17,-3,-7,1.0,0,2
O=C(CCN1C(=O)c2ccccc2C1=O)Nc1ccc(S(=O)(=O)NC2=NCCCCC2)cc1,11,16,-1,18,3,16,0.0,2,-7
COc1ccc(OCCN2CCN(C(=O)c3ccc(OC)cc3)CC2)cc1,-6,1,6,5,-2,12,-0.4,4,2
COc1cc2c(cc1OC)C1c3ccc(OC)c(OC)c3OCC1(O)C2 (stereo not given),3,-5,11,-8,/,-3,-1.1,2,0

# Look-ups from the entries so far.
# Reading for `CCOC(=O)c1sc(NC(=O)Nc2cccc(Cl)c2)cc1C` in IDE inh: -4
# Reading for `Cc1ccccc1CSc1nnc(C)n1N` in M5 antag: 0

# Further compounds:
SMILES,M4 PAM,CHRM5 PAM,M5 antag,CRFBP-R2 block,IDE inh,M4 antag,CRFR2-BP ag,CHRM4 agonist,CHRM5 agonist
COc1ccc(C(=O)c2cn[nH]c2-c2ccc(C)cc2O)cc1,-5,-1,7,-6,0,6,0.8,4,0
O=[N+]([O-])c1cc(C(F)(F)F)ccc1SCC(O)CO (stereo not given),14,26*,17,18,-2,-13,6.3,2,9
COc1ccc(C(=O)COC(=O)CCc2nc3ccccc3[nH]c2=O)cc1Br,-9,-10,13,-4,-1,8,-0.2,12,1
CCCOc1ccc(C(=O)O/N=C(\CC)c2ccc(C)cc2)cc1,3,16,-15,-26,2,-6,12,0,-1
N#CC1CC(c2ccccc2)=NN1c1ccccc1[N+](=O)[O-] (stereo not given),-5,-5,7,18,1,-1,-1.0,3,-4
CCOc1ccccc1-n1nnnc1SCC(=O)NC(=O)Cc1ccccc1,-2,6,-3,-4,/,-2,-1.0,0,-2
CCOc1ccc(C(=O)NC2C(=O)N3C(C(=O)O)=C(COC(C)=O)CSC23)cc1OCC (stereo not given),-1,0,6,-18,/,3,-0.7,0,-2
COc1cc(C(=O)NNC(=O)c2cc(-c3ccccc3)n[nH]2)cc(OC)c1C,12,1,-9,2,3,5,-1.1,6,1
O=C(NC1CC1)c1cc(Cl)nc2ccccc12,5,0,3,-9,/,5,2.7,0,-2
CCOc1ccc(-c2cc(CCCC(=O)NCc3cccnc3)no2)cc1,3,-7,2,-13,4,-2,-1.0,6,5
CCOC(=O)CNC(=O)CSc1nc(Cc2cccs2)nc2ccccc12,8,-8,6,6,4,-28,-0.1,3,-2

# Structural class, those above with an aryl methoxy group.
SMILES,M4 PAM,CHRM5 PAM,M5 antag,CRFBP-R2 block,IDE inh,M4 antag,CRFR2-BP ag,CHRM4 agonist,CHRM5 agonist
COc1ccccc1NC(=O)N(Cc1cc2cc(OC)c(OC)cc2[nH]c1=O)CC1CCCO1 (stereo not given),10,0,-5,22,4,5,-0.3,2,-2
CCC(C(=O)N1CCc2cc(OC)c(OC)cc2C1)c1ccccc1 (stereo not given),8,0,6,14,-1,-6,-0.9,2,-2
COc1ccc(C(C)NS(=O)(=O)Cc2ccccc2)cc1 (stereo not given),-6,-10,-3,7,6,7,1.1,0,2
COc1cc(S(=O)(=O)NCc2ccccc2)ccc1-n1cnnn1,-6,-3,18,-17,-3,1,1.3,2,0
COc1ccc(-n2ccnc2SCC(=O)NCc2ccco2)c(OC)c1,9,7,2,-7,-3,-10,-0.3,1,-3
CCN(Cc1nc(-c2ccc(OC)c(OC)c2)no1)C(=O)c1ccc2c(c1)OCO2,1,2,8,3,-1,0,0.6,2,0
COc1ccc(OCCN2CCN(C(=O)c3ccc(OC)cc3)CC2)cc1,-6,1,6,5,-2,12,-0.4,4,2
COc1cc2c(cc1OC)C1c3ccc(OC)c(OC)c3OCC1(O)C2 (stereo not given),3,-5,11,-8,/,-3,-1.1,2,0
COc1ccc(C(=O)c2cn[nH]c2-c2ccc(C)cc2O)cc1,-5,-1,7,-6,0,6,0.8,4,0
COc1ccc(C(=O)COC(=O)CCc2nc3ccccc3[nH]c2=O)cc1Br,-9,-10,13,-4,-1,8,-0.2,12,1
COc1cc(C(=O)NNC(=O)c2cc(-c3ccccc3)n[nH]2)cc(OC)c1C,12,1,-9,2,3,5,-1.1,6,1

# Bioassay records (PubChem)
